Bioassay records (PubChem)
G9a block: G9a (human) methyltransferase inhibition; Q96KQ7; G9a H3K9 monomethylation, AlphaScreen, 2 h; Potency, µM (titrated, usually from 102 µM), for inactives: at the highest dose activity, negative = inhibition, hits mostly inhibitors; 350,000 tested, 8.8% active; AID 504332; note: % is set by controls: 0 for no effect and ±100 for the full control effect; nearly all actives have a fitted effect of over 75% in size
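G9a (20 nM) was preincubated 15 min with compound, then reacted 2 h at room temperature with 500 nM biotin-H3K9 peptide and 20 µM SAM. Monomethyl-H3K9 detected by AlphaScreen using anti-H3K9me1 antibody.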
GLS inhibitor: inhibitors of human glutaminase (GLS) | O94925 | GLS enzymatic activity, qHTS titration | Potency, µM (top dose mostly 45.5 µM), inactives show top-dose activity change, negative = inhibition, usual class: inhibitors | 410,000 tested, 0.21% active; note: % is set by controls: 0 for no effect and ±100 for the full control effect
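hKGA in 45 mM KH2PO4 (pH 8.2), 0.02% Tween-20 with compound, then 1mM L-Glutamine (stock as added) plus glutamate oxidase/HRP/Amplex red coupling mix. Fluorescence read initially and after 30 min at RT; signal change reflects glutamate formation.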
Pin1 inhibitor: blocks the human prolyl isomerase Pin1. Q13526. Pin1 FP peptide displacement, HiFluor488, 10 min. Potency, µM (titrated, usually from 115 µM), inactives show at the top dose activity, negative = inhibition, usual class: inhibitors. 390,000 tested, 0.009% active; active = well fitted inhibition curve with a large enough effect in the polarisation, with a control signal flat, not every such curve was filed as active; inconclusive = small, poorly fitted or top-dose-only effect, or effect the other way, or a change in a side signal; inactive = no such curve, though single readings can be large or run the other way; the % refers to the polarisation; note: % is set by controls: 0 for no effect and ±100 for the full control effect
Target sequence (Q13526 whole entry, looked up): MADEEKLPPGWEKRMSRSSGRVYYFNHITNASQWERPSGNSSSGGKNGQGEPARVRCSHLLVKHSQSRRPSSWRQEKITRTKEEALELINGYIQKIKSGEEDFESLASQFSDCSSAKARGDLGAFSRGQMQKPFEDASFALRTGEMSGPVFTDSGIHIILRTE
JMJD2A Tudor inh: inhibitors of human JMJD2A Tudor domain; AID 504339; O75164; AlphaScreen JMJD2A-Tudor / H3K4me3 peptide binding; 390,000 tested, 4.4% active; Potency, µM (highest dose often 114 µM), for the others: top-dose activity change, negative = inhibition, most hits filed as inhibitors; note: % is set by controls: 0 for no effect and ±100 for the full control effect; nearly all actives have a fitted effect of over 50% in size
HP1b binding inh: inhibitors of HP1-beta chromodomain binding to methylated histone tails; P83916; AlphaScreen HP1-beta / biotin-H3K9me3 peptide binding; Potency, µM (doses to about 114 µM), for inactives: at the top dose activity change, negative = inhibition, most hits filed as inhibitors; 390,000 tested, 0.56% active; AID 540317; note: nearly all actives have a fitted effect of over 70% in size; inactives centre near 23
Target sequence (P83916 whole entry, looked up): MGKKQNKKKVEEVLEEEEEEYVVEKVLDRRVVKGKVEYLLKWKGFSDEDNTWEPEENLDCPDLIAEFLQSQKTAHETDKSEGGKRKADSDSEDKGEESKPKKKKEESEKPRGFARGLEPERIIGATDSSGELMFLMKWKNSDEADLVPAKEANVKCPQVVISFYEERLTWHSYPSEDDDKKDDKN
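AlphaScreen: HP1-beta (50 nM) preformed 30 min with biotin-H3(1-18)K9me3 peptide (50 nM) in PBS pH 7.4, 0.01% Tween-20. Compound added for 30 min at RT, then streptavidin donor/nickel chelate acceptor beads (10 ug/mL) for 30 min.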
BAZ2B inh: BAZ2B (human) inhibition; Potency, µM (highest dose often 114 µM), for inactives: at the top dose activity change, negative = inhibition, hits mostly inhibitors; AlphaScreen BAZ2B-H3K14Ac peptide displacement; 360,000 tested, 4.4% active; Q9UIF8; note: % is set by controls: 0 for no effect and ±100 for the full control effect; nearly all actives have a fitted effect of over 60% in size
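Compounds, titrated to a top concentration of 110 uM, were incubated 30 min at room temperature with preformed BAZ2B/acetyl-K14 H3 peptide complex (50 nM each). Proximity signal was measured by AlphaScreen after 20 min with beads.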
BLM inh: blocks DNA unwinding by human BLM helicase. Potency, µM (top dose mostly 56.1 µM), without a hit: at the top dose activity change, negative = inhibition, hits mostly inhibitors. AID 2528. 350,000 tested, 0.2% active. P54132. recombinant BLM DNA unwinding, fluorescence dequenching;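 note: plate controls were vehicle for no effect and no enzyme for full effect; nearly all actives have a fitted effect of over 35% in size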
Pol iota inh: inhibitors of human DNA polymerase iota. Q9UNA4. Pol iota fluorescent replication assay, 10 min. Potency, µM (top dose mostly 115 µM), for inactives: at the highest dose activity, negative = inhibition, actives largely listed as inhibitors. 390,000 tested, 1% active
Target sequence (Q9UNA4 whole entry, looked up): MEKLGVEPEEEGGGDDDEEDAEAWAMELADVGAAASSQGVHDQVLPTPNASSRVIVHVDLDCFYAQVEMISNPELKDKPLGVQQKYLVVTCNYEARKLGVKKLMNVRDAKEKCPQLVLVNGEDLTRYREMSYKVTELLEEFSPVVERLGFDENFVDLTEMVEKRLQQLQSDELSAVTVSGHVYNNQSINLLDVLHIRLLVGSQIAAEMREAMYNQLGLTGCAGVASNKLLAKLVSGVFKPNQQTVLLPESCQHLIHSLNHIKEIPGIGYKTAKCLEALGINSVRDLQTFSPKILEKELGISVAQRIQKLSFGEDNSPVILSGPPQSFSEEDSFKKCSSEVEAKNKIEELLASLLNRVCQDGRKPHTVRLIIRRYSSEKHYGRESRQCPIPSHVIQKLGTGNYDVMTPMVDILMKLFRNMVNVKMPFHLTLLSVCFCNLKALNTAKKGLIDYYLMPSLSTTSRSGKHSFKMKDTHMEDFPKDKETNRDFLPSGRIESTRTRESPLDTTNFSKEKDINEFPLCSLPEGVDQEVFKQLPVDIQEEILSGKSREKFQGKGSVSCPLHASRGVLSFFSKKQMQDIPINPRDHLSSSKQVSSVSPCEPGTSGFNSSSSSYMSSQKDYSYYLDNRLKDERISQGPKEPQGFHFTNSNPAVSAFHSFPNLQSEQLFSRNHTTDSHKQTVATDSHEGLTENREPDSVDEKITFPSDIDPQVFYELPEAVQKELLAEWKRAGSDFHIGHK
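Pol iota at 10 nM preincubated 15 min with compounds at room temperature; reaction started with fluorescent substrate, 50 nM final. Fluorescence read kinetically at 0 and 10 min; buffer-only wells as negative control.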
Tb PGK inh: blocks T. brucei phosphoglycerate kinase | PGK/GAPDH coupled, Kinase-Glo luminescence, 60 min | Potency, µM (top dose mostly 57.5 µM), for the others: at the highest dose activity change, negative = inhibition, most hits filed as inhibitors | 380,000 tested, 0.043% active; note: % is set by controls: 0 for no effect and ±100 for the full control effect; nearly all actives have a fitted effect of over 60% in size
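Recombinant glycosomal PGK reaction used 1,3-bisphosphoglycerate generated in-well by GAPDH (100nM final) in 100mM TEA pH 7.6, 5mM MgCl2, 0.01% Tween-20. After 60 minutes at room temperature, ATP was read by Kinase-Glo Plus luminescence end-point.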
Active calls of the source: *; i = inactive; ? = inconclusive; / = no result given; [ ] = dose if it differs, or a comment. Unless noted, calls come from the whole dose curve; as a rule, active = well fitted curve in the direction sought with a large enough effect; inconclusive = small, poorly fitted or top-dose-only effect, or another doubt; inactive = no such curve, though single readings can be large; an effect the other way counts as inactive or inconclusive. Potency is the fitted concentration of half-maximal effect.

Value order: G9a block, GLS inhibitor, Pin1 inhibitor, JMJD2A Tudor inh, HP1b binding inh, BAZ2B inh, BLM inh, Pol iota inh, Tb PGK inh
CN(C)c1ccc(NC(=O)C2C3C=CC(C3)C2C(=O)O)cc1 (stereo not given)
  22µM*, 46%[activator], -13%, ?, 1%, 35µM*, -8%, ?, -7%
COc1cccc(Nc2nc3ccccc3nc2NS(=O)(=O)c2ccc(NC(C)=O)cc2)c1
  8%, -5%, -3%, -2%, 34%, -35%, -2%, 4%, -4%
O=C(Nc1c2c(nc3ccccc13)CCCC2)c1ccccc1Br
  -18%, -7%, -6%, 8%, 34%[activator], 11%, -2%, 45%[activator], 1%
CCOC(=O)c1noc(C)c1C(=O)Nc1nccs1
  11%, 7%, 4%, -5%, 23%, ?, 2%, 12%, -2%
COc1ccc(OC)c(C2C3=C(COC3=O)Nc3cc4c(cc32)OCO4)c1 (stereo not given)
  4%, -7%, -1%, -12%, 32%, 0%, -4%, 6%, i
CN1CCN(S(=O)(=O)c2ccc(NC(=S)NC(=O)C(C)(C)C)cc2)CC1
  56µM*, 1%, -1%, -13%[11.4 µM], 24%, -21%, 2%, 20%, -8%
Cc1nc2ccc(S(=O)(=O)NC(C(=O)N3CCN(c4cccc(Cl)c4)CC3)C(C)C)cc2s1 (stereo not given)
  -26%[59 µM], 10%, 11%, -18%, 40%[activator], -18%, -5%, 25%, i
CCOC(=O)c1sc(NC(=O)Nc2ccccc2)cc1C
  ?, 3%, 15%, -21%[57.1 µM], 37%, -29%, -19%, -13%, -2%
Cc1c(CNCc2ccc(OC(C)C)cc2)c(C(=O)O)c(C)n1Cc1ccc(Cl)cc1
  -1%[59 µM], -1%, 1%, -23%, 41%, -30%, 0%, 28%, -5%
CN(C)Cc1ccccc1C1(O)c2ccccc2CSc2ccccc21 (stereo not given)
  ?, 1%, 5%, -26%, 37%, -27%, 10%, -1%, -4%
O=C(COc1ccccc1Cl)Nc1ccccc1C(=O)Nc1cccc(C(=O)O)c1
  41%, 7%, -4%, -22%, 9%, -16%, 2%, -4%, -3%
O=C(NCCNc1ccc([N+](=O)[O-])cc1)c1cccc(Br)c1
  6%, -14%, 1%, -6%, 38%, 12%, -1%, 154%[activator], 0%
CCCC(CCC)C(=O)NC1CC(=O)N(c2ccc3c(c2)OCCO3)C1 (stereo not given)
  -2%[59 µM], 7%, -4%, -14%, 12%, -7%, 0%, 21%, 6%
CCOc1ccc(CNC(=O)C2CCN(S(=O)(=O)N3CCCCC3)CC2)cc1
  1%[59 µM], 0%, -10%, -14%, 5%, -2%, 1%, 32%, -4%
COCCn1c(SCC(=O)N2CCC(C)CC2)nc2ccccc2c1=O
  12%[59 µM], 5%, 5%, -5%, 26%, 8%, 1%, 12%, -2%
Cc1ccc(S(=O)(=O)NCCC(=O)NCc2ccc(Cl)cc2)cc1C
  3%[59 µM], -4%, 0%, -4%, 43%[activator], -1%, /, 45%[activator], 6%
c1ccc(Cn2nnnc2C(c2ccccc2)N2CCN(c3nc4ccccc4s3)CC2)cc1 (stereo not given)
  2%[59 µM], -2%, 2%, 1%, 34%, /, -2%, 17%, -5%
CCNC(=O)CC1C(=O)N(CC)C(=S)N1NC(=O)c1ccc(Cl)cc1 (stereo not given)
  88%[activator][59 µM], -6%, -4%, -14%, 18%, -31%, 0%, 2%, -6%
NS(=O)(=O)c1cccc(NC(=O)CN2CCN(S(=O)(=O)c3ccc4c(c3)OCCO4)CC2)c1
  /, -17%, 3%, -30%, -19%, /, /, 32%[activator], -4%
CCc1cc2c(-n3nc(C)cc3C)ncnc2s1
  13%[59 µM], -1%, -5%, 42%[activator], 73%[activator], 38%, 3%, -2%, i
S=C(c1ccc2c(c1)OCO2)N1CCCCC1
  ?, 2%, -1%, -22%, -5%, 7%, -6%, 5%, i
CCOC(=O)c1sc(C)c(C(N)=O)c1NC1=NCCCCC1
  -29%, -10%, 0%, -12%, 22%, -1%, 1%, 20%, 2%
COc1ccc(N2C(=O)C(Cl)=C(N3CCOCC3)C2=O)cc1
  /, 8%, 0%, -8%, 37%, -2%, 0%, ?, -11%
C#CCN(CC=C)C(=O)c1ccc(OC2CCN(S(=O)(=O)N(C)C)CC2)cc1
  /, -6%, -1%, -10%, 20%, 7%, 4%, -10%, -1%
O=C(Nc1ccc(F)cc1)Nc1cccnc1
  15%, 0%, 1%, -13%, 6%, -1%, -3%, 31%[activator], -7%
CCn1nc(C)c(/C=N/NC(=O)c2nc3nc(C)cc(C)n3n2)c1C
  /, 0%, 4%, 3%, 52%[activator], -3%, 6%, 22%, 1%
CN(C)CCN1C(=O)C(=O)/C(=C(/O)c2ccc(S(=O)(=O)N3CCOCC3)cc2)C1c1ccccc1 (stereo not given)
  -5%, 11%, 0%, -20%, 12%, -2%, -1%, 1%, -3%
COc1ccc(-n2c(Cc3ccccc3)nnc2SCC(=O)N2CCCc3ccccc32)cc1
  7%[59 µM], -5%, -3%, -20%, 50%[activator], -6%, 3%, -9%, -6%
COc1ccc(/C=N/NC(=O)C(Cc2c[nH]c3ccccc23)NC(=O)OCC(C)C)cc1[N+](=O)[O-] (stereo not given)
  ?, -5%, -2%, 2%[57.1 µM], 24%, ?, -13%, -1%, -4%
COc1ccc(CCNC(=O)CC2Oc3ccc(Cl)cc3NC2=O)cc1OC (stereo not given)
  79µM*, 3%, 0%, -20%, 34%, -23%, 2%, 19%, -7%

Rewritten in CSV form: entries from further up
SMILES,G9a block,GLS inhibitor,Pin1 inhibitor,JMJD2A Tudor inh,HP1b binding inh,BAZ2B inh,BLM inh,Pol iota inh,Tb PGK inh
S=C(c1ccc2c(c1)OCO2)N1CCCCC1,?,2%,-1%,-22%,-5%,7%,-6%,5%,i
CCOC(=O)c1sc(C)c(C(N)=O)c1NC1=NCCCCC1,-29%,-10%,0%,-12%,22%,-1%,1%,20%,2%
C#CCN(CC=C)C(=O)c1ccc(OC2CCN(S(=O)(=O)N(C)C)CC2)cc1,/,-6%,-1%,-10%,20%,7%,4%,-10%,-1%

(listing goes on)
Value order: G9a block, GLS inhibitor, Pin1 inhibitor, JMJD2A Tudor inh, HP1b binding inh, BAZ2B inh, BLM inh, Pol iota inh, Tb PGK inh
COc1ccccc1NS(=O)(=O)c1ccc(C(N)=O)cc1
  /, -2%, -11%, -7%[11.4 µM], 2%, -7%, 1%, 12%, -5%
C[C@@H]1CCCCCCCCC(=O)OCCN(C(=O)OC(C)(C)C)[C@H](C)CCCCCCCCC(=O)OCCN1C(=O)OC(C)(C)C
  /, -4%, -3%, -17%, 52%[activator], /, /, -22%, -10%
CCN(CC)S(=O)(=O)c1ccc2c(c1)oc(=O)n2CC(=O)NC1CCCCC1
  10%, -7%, -4%, -2%, 13%, -20%, -6%, ?, i
Cc1nnc(SCC(=O)Nc2cccnc2Cl)s1
  -11%, -7%, -1%, -15%, -10%, 9%, /, 10%, -1%
CCCC(=O)NCc1ccccc1Cl
  8%, 16%, -10%, -4%, 27%, 0%, 2%, 1%, 3%
O=C(Nc1ccccc1-c1nnn(CC(=O)N2CCOCC2)n1)c1ccc(F)cc1
  16%, 3%, 1%, 1%, 20%, -32%, -1%, 26%, -2%
Cn1cc(S(=O)(=O)NC2CCCCC2)c(=O)n(C)c1=O
  7%, 3%, 1%, -10%, 5%, -4%, /, 29%, -12%
CC(C)=C1C2C=CC1C(C(=O)Nc1cc(C)ccc1C)C2C(=O)O (stereo not given)
  21%[59 µM], 37%[activator], -2%, -11%, 21%, 5%, 0%, -2%, -1%
COc1ccccc1CNC(=O)[C@H](C)NC(=O)C1CCN(C(=O)[C@@H]2CCCN2C(=O)OC(C)(C)C)CC1
  /, 6%, -4%, -6%, 16%, 13%, -2%, 10%, 3%
Cc1ccc(S(=O)(=O)N(C)c2ccc(C(=O)NCC(c3ccco3)N(C)C)cc2)cc1 (stereo not given)
  -3%[59 µM], 0%, 0%, -10%, 28%, -8%, /, 19%, 5%
O=S(=O)(Nc1nc2ccccc2nc1NCc1ccco1)c1ccc(Cl)cc1
  -7%[12.7 µM], 12%, 3%, -15%, 9%, -23%, -9%, ?, 0%
CCc1nn2c(=O)cc(COC(=O)CNC(=O)c3ccccc3)nc2s1
  -1%[59 µM], -14%, 0%, -17%, -14%, -15%, 0%, 17%, -7%
CC(C)(C)OC(=O)NCCC(=O)N/N=C/c1ccc2ncccc2c1
  -39%, -1%, -3%, -2%, 7%, -11%, 2%, 100%[activator], 0%
O=C(C1CCC1)N1CCc2cc(S(=O)(=O)N3CCCCC3)ccc21
  4%[12.7 µM], -11%, -6%, 9%, 28%, -3%, -2%, 10%, -6%
Cc1ccc(NC(=O)CSc2ncc(-c3ccccc3)n2C(=O)c2ccccc2)cc1
  ?, -7%, 18%, ?, ?, ?, -10%, ?, i
Cc1c(C(=O)N2CCN(c3ncccn3)CC2)oc2c(Cl)cccc12
  10%, -8%, 7%, ?, 49%[activator], 12%, /, 0%, i
O=C1CSC(=S)N1c1cccc(F)c1
  /, -8%, 4%, -10%, 45%[activator], -7%, -10%, -3%, -4%
Cc1cccn2c(=O)c(C(=O)N3CCN(c4ccccc4)CC3)cnc12
  1%[59 µM], 12%, 4%, -1%, 8%, 1%, 3%, 4%, -2%
COc1ccc(Cc2nc3ccc(C(=O)NCCc4ccc(Cl)cc4)cc3o2)cc1
  7%[59 µM], 1%, -4%, -11%, 17%[57 µM], -10%, 3%, 10%, -9%
COc1ccc(N2Cc3ccccc3C2=NC(=O)c2ccc(C)cc2)cc1OC
  45µM*, -16%, 34%[activator], ?, 12%, -38%, -11%, 49%[activator], i
O=C(COC(=O)c1ccc(F)c(S(=O)(=O)N2CCOCC2)c1)NCc1ccc2c(c1)OCO2
  /, 1%, 5%, -1%, 46%[activator], /, /, -15%, -8%
O=C1CCc2cc(S(=O)(=O)NC(Cc3ccccc3)C(=O)NCCC3=CCCCC3)ccc2N1 (stereo not given)
  2%, 11%, -7%, -17%, 32%, 5%, -1%, -3%, 2%
CCOc1ccc(C(CCc2ccccc2)NC(=O)c2ccccc2OC)cc1OCC (stereo not given)
  28%[59 µM], 3%, -11%, -17%, 21%, -6%, -14%, 1%, -4%
Cc1cccc(C(=O)NNC(=O)C2CC2)c1
  19%, -2%, -5%, 4%, 31%, -7%, -1%, -11%, -4%

This is a subset. The share of hits here may be higher or lower than overall.
